Giardia kill = Small Molecules that selectively kill Giardia lamblia: qHTS. Giardia lamblia trophozoite viability. activity change, % at 7.66 µM, hits read low. 0.15% of 340,000 active; in the data active = activity change below about -80%; inconclusive = between about -30% and that limit;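 also: parasites exposed to compound for two days anaerobically before the ATP read; % is scaled to controls: 0 for no effect and ±100 for the full control effect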
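Each well holds 100 Giardia trophozoites and compound. After two days (48 hrs) at 37 deg C in anaerobic conditions, ATP is quantified by luminescence.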
CXXC DNA block = qHTS Fluorescence Polarization Assay for Inhibitors of MLL CXXC domain - DNA interaction | Potency, µM (series often up to 115 µM), without a hit: top-dose activity change, negative = inhibition, most hits filed as inhibitors | 0.037% of 290,000 active | MLL-CXXC / FITC-HOXA9 DNA fluorescence polarization | AID 2662, 2010 | Histone-lysine N-methyltransferase 2A (Homo sapiens), Q03164; active = well fitted inhibition curve with a large enough effect in the polarisation, with a control signal flat, not every such curve was filed as active; inconclusive = small, poorly fitted or top-dose-only effect, or effect the other way, or a change in a side signal; inactive = no such curve, though single readings can be large or run the other way; the % refers to the polarisation; also: potency is read from the fitted curve at half-maximal effect
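Fluorescence polarization: 7 uM MLL-CXXC (stock) preincubated 5 min with compounds, then 50 nM fluorescein-HOX-A9 DNA (stock) added; 30 min ambient. Buffer 50 mM Tris-HCl pH 7.5, 50 mM NaCl, 1 mM DTT, 0.05% BSA.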
TSHR antagonist = Antagonists of the Thyroid Stimulating Hormone Receptor: HTS campaign | Thyrotropin receptor (Homo sapiens), P16473 | TSHR-expressing cells, TSH-stimulated cAMP HTRF, 2 h; stronger effect = lower value | activity change, negative = inhibition, % at 11.5 µM | 0.2% of 330,000 active | AID 504810, 2011;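 active = activity change below a set negative limit, meaning inhibition stronger than a set level, cut at about -70% in these data; inconclusive = activity change between two set negative limits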; also: % is scaled to controls: 0 for no effect and ±100 for the full control effect
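TSHR-expressing cells, 200/well, pre-treated with compound, then stimulated with EC80 TSH (4nM final) for 2 hours at 37 deg C. cAMP measured by competitive HTRF: anti-cAMP cryptate antibody in lysis buffer plus cAMP-d2, read after 30 minutes at room temperature.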
Coupling enz = qHTS Assay for Inhibitors of Fructose-1,6-bisphosphate Aldolase from Giardia Lamblia: Coupling assay counterscreen; 0.67% of 290,000 active; activity change, negative = inhibition, % at 58.2 µM, hits read low; coupling enzyme system counterscreen, AmpLite Red fluorescence; AID 2472, 2010; in the data active = activity change below about -30%; also: % is scaled to controls: 0 for no effect and ±100 for the full control effect
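Activity here indicates interference with the coupling reaction, not aldolase inhibition. Compounds at 57.5 uM final met coupling enzymes for 10 min at RT; substrate and AmpLite Red detection followed, with a 525/598 nm fluorescence read after 20 min.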
hERG WT inh = qHTS for Inhibitors of KCHN2 3.1: Wildtype qHTS; 0.37% of 340,000 active; Voltage-gated inwardly rectifying potassium channel KCNH2 (Homo sapiens), Q12809; activity change, % at 1.84 µM; U2OS, BacMam KCNH2, thallium flux FluxOr; stronger effect = lower value; AID 720551, 2013;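 active = maximum activity change below -70%; inconclusive = maximum activity change between -70% and -50%; inactive = maximum activity change above -50%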; also: % is scaled to controls: 0 for no effect and ±100 for the full control effect
Target sequence (Q12809 whole entry, looked up): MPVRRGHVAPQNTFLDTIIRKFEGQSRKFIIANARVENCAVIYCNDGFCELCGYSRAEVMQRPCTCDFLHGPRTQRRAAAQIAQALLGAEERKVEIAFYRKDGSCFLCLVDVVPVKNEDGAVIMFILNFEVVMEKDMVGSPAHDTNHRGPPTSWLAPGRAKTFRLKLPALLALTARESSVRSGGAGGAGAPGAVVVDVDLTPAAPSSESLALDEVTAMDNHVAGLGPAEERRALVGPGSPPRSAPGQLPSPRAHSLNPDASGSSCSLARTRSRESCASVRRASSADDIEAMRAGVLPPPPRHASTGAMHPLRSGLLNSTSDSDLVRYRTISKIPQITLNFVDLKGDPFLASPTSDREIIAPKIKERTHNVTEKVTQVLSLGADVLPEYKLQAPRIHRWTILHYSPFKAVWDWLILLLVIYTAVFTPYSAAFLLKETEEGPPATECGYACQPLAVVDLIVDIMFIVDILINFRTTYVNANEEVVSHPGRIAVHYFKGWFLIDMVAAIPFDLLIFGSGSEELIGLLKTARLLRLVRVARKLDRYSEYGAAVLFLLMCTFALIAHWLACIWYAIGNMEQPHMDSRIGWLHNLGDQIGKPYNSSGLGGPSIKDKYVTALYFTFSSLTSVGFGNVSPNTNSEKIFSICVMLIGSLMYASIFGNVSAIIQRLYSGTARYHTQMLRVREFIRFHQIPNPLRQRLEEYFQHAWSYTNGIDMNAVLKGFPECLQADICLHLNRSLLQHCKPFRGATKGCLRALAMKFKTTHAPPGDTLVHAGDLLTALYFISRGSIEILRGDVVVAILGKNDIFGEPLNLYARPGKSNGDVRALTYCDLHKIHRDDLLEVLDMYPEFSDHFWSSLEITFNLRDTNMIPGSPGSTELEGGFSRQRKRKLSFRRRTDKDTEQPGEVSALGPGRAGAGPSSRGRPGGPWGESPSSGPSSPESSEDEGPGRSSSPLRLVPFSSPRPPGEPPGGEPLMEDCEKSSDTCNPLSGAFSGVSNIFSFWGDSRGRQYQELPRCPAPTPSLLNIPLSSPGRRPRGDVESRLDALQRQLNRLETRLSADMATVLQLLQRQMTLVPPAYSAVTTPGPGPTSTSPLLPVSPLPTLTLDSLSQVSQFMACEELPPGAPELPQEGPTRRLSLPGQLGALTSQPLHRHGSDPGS
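U2OS cells transduced with wild-type KCNH2 virus are loaded with FluxOr dye for 45 min, and thallium flux is measured in kinetic reads before and after stimulation buffer. Rate constants are normalized to DMSO controls.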
AT treatment = qHTS Assay for Identifying a Potential Treatment of Ataxia-Telangiectasia; Potency, µM (top dose mostly 57.5 µM), without a hit: at the highest dose activation, most hits filed as activators; […] A-T fibroblasts, KAP-1 phosphorylation AlphaLISA; neocarzinostatin DNA damage 30 min before lysis; 0.19% of 320,000 active; also: potency is read from the fitted curve at half-maximal effect; % of control where 0% means no effect; nearly all actives have a fitted effect of over 45% in size
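ATM-like activity read as KAP-1 phosphorylation via AlphaLISA donor/acceptor antibody pairs after lysis and 6 hr at 25C. Cells were ATM-null patient fibroblasts ([…], hTERT), dosed 60 min, then exposed to the DSB inducer NCS for 30 min.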
Tb PFK block = qHTS Assay to Find Inhibitors of T. brucei phosphofructokinase | T. brucei PFK, ADP-Glo luminescence | Potency, µM (titrated, usually from 57.5 µM), without a hit: top-dose activity, negative = inhibition, actives largely listed as inhibitors | 0.17% of 330,000 active | AID 485367, 2010;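 also: potency is read from the fitted curve at half-maximal effect; 0% = uninhibited 1x PFK enzyme wells and -100% = no-enzyme wells; nearly all actives have a fitted effect of over 60% in size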
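1.25 nM PFK with 0.5 mM F6P and 0.1 mM ATP in 0.1 M TEA pH 8.0, 5 mM MgCl2, incubated 45 min at room temperature; ADP measured by ADP-Glo luminescence; compounds titrated up to 57 uM.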
TCR activator = Activators of T cell receptors: qHTS campaign; primary human leukocytes, anti-CD3, IL-2 HTRF, 48 h; Potency, µM (series often up to 9.22 µM), without a hit: at the highest dose activation of IL-2 secretion, most hits filed as activators; 330,000 tested, under 10 active; AID 504894, 2011; also: % of control where 0% means no effect
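IL-2 produced over 48 hr by a-CD3 bead-stimulated primary human leukocytes exposed to compounds was detected with a homogeneous time-resolved FRET immunoassay, 665nm acceptor signal after 320nm excitation.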
GALK inh = qHTS Assay for Inhibitors of Human Galactokinase (GALK); Potency, µM (top dose mostly 57.5 µM), for inactives: at the highest dose activity change, negative = inhibition, hits mostly inhibitors; AID 1868, 2009; Purified GALK, Kinase-Glo residual ATP luminescence; 0.007% of 270,000 active; also: potency is read from the fitted curve at half-maximal effect; % is scaled to controls: 0 for no effect and ±100 for the full control effect
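Compounds were pin-transferred into ATP buffer (35 uM final), then GALK plus galactose (5 nM, 100 uM final) was added. After 1 h at room temperature, Kinase-Glo Plus was added and luminescence read after 10 min.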
BCR signal inh = qHTS Assay to Find Inhibitors of Chronic Active B-Cell Receptor Signaling. 0.05% of 340,000 active. Potency, µM (titrated, usually from 46.1 µM), inactives show at the highest dose ratio change, negative = lower green/red ratio, most hits filed as inhibitors. ABC-DLBCL IkBa-CBG/CBR reporter, luminescence ratio, 4 h; active = well fitted inhibition curve with a large enough effect in the signal ratio, with a control signal flat, not every such curve was filed as active; inconclusive = small, poorly fitted or top-dose-only effect, or effect the other way, or a change in a side signal; the % refers to the signal ratio;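 also: potency is read from the fitted curve at half-maximal effect; plate controls were basal doxycycline-induced cells for no effect and cells given 10 µM MG132 for full effect; MG132 reads +100%, hits lower the ratio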
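Cell line TMD8 (human ABC DLBCL), stably expressing tet-inducible CBG68-IkBa fusion and CBR; IMDM/0.5% FBS; cpd up to 46 uM; dox induction, 4 h, 37C/5% CO2; dual luminescence; green/red ratio; MG132 control.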
Numbers without * were called inactive; ? = inconclusive; / = no result given; [ ] = another dose, or the depositor's remark. Unless noted, calls follow the shape of the dose curve; as a rule, active = well fitted curve in the direction sought with a large enough effect; inconclusive = small, poorly fitted or top-dose-only effect, or another doubt; inactive = no such curve, though single readings can be large; an effect the other way counts as inactive or inconclusive.

SMILES | Giardia kill | CXXC DNA block | TSHR antagonist | Coupling enz | hERG WT inh | AT treatment | Tb PFK block | TCR activator | GALK inh | BCR signal inh
CN1C(=O)c2ccccc2C(C(=O)O)C1c1cccc(Cl)c1 (stereo not drawn) | -23 | 5% | 1 | 4 | 5 | 1% | -2% | -2%[46.1 µM] | / | ?
O=C1c2cccc3cccc(c23)C(=O)N1CCN1CCN(CC(O)COCc2ccc(Cl)cc2)CC1 (stereo not drawn) | 7 | 19% | 1 | 1 | -7 | 2% | -3% | -2%[46.1 µM] | / | -11%
Cc1ccc(NC(=O)CN(C)C(=O)c2ccc(Br)o2)cc1 | 12 | 32%[activator] | -3 | 0 | 13 | 4% | 2% | -67% | 1% | 1%
O=C1c2ccccc2/C(=C\c2ccc(Br)s2)N1c1ccccc1 | -9 | / | -18 | / | -11 | -3% | 5% | -4% | / | 0%
c1ccc2c(-c3ccc(OCCN4CCCCC4)cc3)c(-c3ccsc3)sc2c1 | 9 | / | -2 | / | / | 5% | 3% | 1% | / | 1%
COc1ccc(Cl)cc1C(=O)n1nc(C)cc1C | -2 | -5% | / | 1 | 10 | / | / | 5% | 3% | /
COc1cc(OC)c(C(=O)N(CCc2ccccc2)Cc2ccccc2)cc1OC | 24 | -25% | -14 | 1 | 2 | 4% | -2% | 1% | -3% | 5%
O=[N+]([O-])c1ccc(NCCNS(=O)(=O)c2ccccc2)cc1 | -21 | 7% | -7 | 1 | -2 | -4% | -23% | 4% | 0% | -7%
CNC(=O)N1c2ccccc2NC(=O)CC1C (stereo not drawn) | -8 | -7% | 8 | 3 | 0 | -1% | -1% | 0% | 2% | 9%
O=C(Cc1c(F)cccc1Cl)NNC(=O)c1cccs1 | 17 | / | 2 | / | 1 | -2% | -3% | 7% | / | -2%
Cc1ccc(NC(=O)C(c2ccc(Cl)cc2Cl)N2CCCC2)cc1 (stereo not drawn) | 13 | -5% | -12 | -1 | 0 | 11% | 4% | -5%[46.1 µM] | 0% | ?
C=CC[C@@H](CC(=O)N(CCO)Cc1ccccc1)C(=O)N[C@@H](COC(=O)[C@@H](CC=C)CC(=O)OC(C)(C)C)Cc1c[nH]c2ccccc12 | 6 | / | -2 | / | / | -12% | -3% | -3% | / | ?
Cc1cc(C)n2nc(C(=O)Nc3ccc(N4CCOCC4)cc3)nc2n1 | -6 | 4% | / | -5 | 9 | / | / | -6% | 1% | /
O=C(OCCN(C1=NS(=O)(=O)c2ccccc21)c1ccccc1Cl)c1ccc(Cl)cc1 | 11 | 16% | -15 | -1 | 8 | -2% | 1% | -3% | 3% | 18%
CCCNC(=O)C1CCN(S(=O)(=O)c2cccc3nonc23)CC1 | 2 | 0% | 26 | 4 | 0 | 0% | -5% | 7% | 1% | 11%
O=C(COC(=O)c1cc([N+](=O)[O-])ccc1Cl)NCCc1ccccc1 | 0 | / | -1 | / | -8 | 8% | -4% | -15% | / | 0%
CCOC(=O)c1c(C)[nH]c(C(=O)COC(=O)CCC2CCCC2)c1C | 6 | 8% | 2 | -1 | -22 | -1% | -6% | -2% | 1% | ?
COc1cc([N+](=O)[O-])ccc1NC(=O)Cn1ccsc1=N | 15 | -11% | 5 | 3 | 6 | 7% | -3% | 1% | 3% | -7%
CC(C)c1[nH]nc2c1C(c1cccs1)C(C#N)=C(N)O2 (stereo not drawn) | 9 | 4% | -8 | -1 | 3 | 6% | 0% | -1%[46.1 µM] | 1% | ?
COc1ccc(C2c3sc(=O)[nH]c3SCC2C(N)=O)cc1 (stereo not drawn) | -1 | 1% | 3 | -1 | -5 | -5% | -2% | 3% | 0% | -1%
Cc1c(CC(=O)N[C@@H](C)C(=O)O)c(=O)oc2c(C)c3occ(-c4ccccc4)c3cc12 | ? | 6% | -11 | 2 | 2 | 2% | 1% | 4% | -4% | 3%
O=C(NCCSc1c[nH]c2ccccc12)C1CC1 | 12 | -3% | 17 | -1 | 8 | -6% | -5% | 4% | -8% | -17%
NC1=NN(c2cccc(C(=O)O)c2)C(=O)C1 | -16 | -9% | 4 | -22 | 4 | 3% | 18% | 6%[46.1 µM] | 1% | ?
CCC(=O)Nc1ccc(NC(=O)c2ccco2)c(OC)c1 | -8 | 7% | -1 | -2 | -10 | 0% | 0% | 0% | -3% | ?
CCNC(=S)N/N=C/c1cccc(/C=N/NC(=S)NCC)c1 | -3 | 12% | 22 | 0 | -4 | -3% | -2% | -1% | -1% | -6%

Part of the list above in order of SMILES length, rising.
SMILES | Giardia kill | CXXC DNA block | TSHR antagonist | Coupling enz | hERG WT inh | AT treatment | Tb PFK block | TCR activator | GALK inh | BCR signal inh
O=C(NCCSc1c[nH]c2ccccc12)C1CC1 | 12 | -3% | 17 | -1 | 8 | -6% | -5% | 4% | -8% | -17%
O=C(Cc1c(F)cccc1Cl)NNC(=O)c1cccs1 | 17 | / | 2 | / | 1 | -2% | -3% | 7% | / | -2%
CCCNC(=O)C1CCN(S(=O)(=O)c2cccc3nonc23)CC1 | 2 | 0% | 26 | 4 | 0 | 0% | -5% | 7% | 1% | 11%

(cont.)
SMILES | Giardia kill | CXXC DNA block | TSHR antagonist | Coupling enz | hERG WT inh | AT treatment | Tb PFK block | TCR activator | GALK inh | BCR signal inh
Cc1ccc(C2(C)NC(=O)N(CC(=O)NC(=O)NC(C)C)C2=O)cc1 (stereo not drawn) | 1 | 1% | -1 | 6 | 1 | 11% | 2% | -4% | -1% | -9%
NC(=O)c1sc2nc(-c3cccnc3)ccc2c1N | -25 | 1% | 12 | 2 | -6 | 12% | 5% | 4% | -3% | ?
COc1ccc(-n2cnc3sccc3c2=O)cc1 | -11 | 8% | -1 | 2 | -4 | -3% | -6% | 0% | 6% | 0%
CNC(=O)c1sccc1Oc1ccc(F)cc1[N+](=O)[O-] | -9 | 19% | 4 | -2 | 11 | 5% | 0% | 1% | 11% | 0%
Cc1ccc(OCC(=O)Nc2ccc(S(=O)(=O)Nc3onc(C)c3C)cc2)cc1 | 1 | -17% | -6 | 10 | -8 | 3% | -10% | 5% | -3% | 8%
CCN(CC)c1ccc(NC(=O)CN2CCN(c3ccccn3)CC2)cc1 | 9 | -3% | -4 | 0 | -4 | -11% | 0% | -2% | / | 2%
CC(=O)c1ccc(S(=O)(=O)N2CCN(C(=O)c3ccc(N)c([N+](=O)[O-])c3)CC2)cc1 | -9 | / | 3 | / | 3 | -5% | -2% | -7% | / | -3%
O=C(NC1CCCCC1)c1cc(-c2ccccc2O)on1 | -2 | -5% | -80* | -2 | -11 | / | -11% | -5% | 10% | ?
CC(=O)N1C(C(=O)O)CSC1c1cccc(C)c1 (stereo not drawn) | 22 | 12% | 0 | 2 | 9 | / | 2% | -30% | 0% | 3%
COc1ccc(CNC(=O)CN(c2ccccc2)S(=O)(=O)c2ccccc2[N+](=O)[O-])cc1 | 0 | 6% | -5 | 1 | 0 | 3% | 0% | 9% | 2% | 1%
O=C(N/N=C/c1ccccc1F)c1cc2c(ccc3ccccc32)o1 | -4 | 50%[activator] | 4 | / | -23 | 6% | -12% | -27% | -2% | 2%
CC(=O)Nc1ccc(NC(=O)c2nc(-c3ccccc3)oc2C)cc1 | -3 | 5% | -2 | 5 | -6 | 4% | 8% | -4% | -2% | ?
Cc1onc(-c2c(F)cccc2Cl)c1C(=O)N(C)C1CCCCC1 | -16 | 14% | -4 | / | -3 | -3% | -3% | -7% | -2% | 4%
CC(=O)c1ccc(OCC(C)C)c(Cc2c(O)nc(N)[nH]c2=O)c1 | 0 | -7% | 10 | 4 | 1 | -2% | 11% | -2%[46.1 µM] | 1% | -2%
COc1ccc(S(=O)(=O)N(C)CC(=O)NC2CC2)cc1OC | 8 | -4% | 4 | 2 | -4 | 1% | -1% | 7% | -2% | 6%
COCCN(C(=O)CCCC(=O)Nc1ccccn1)C(C(=O)NC1CCCCC1)c1ccc(C)cc1 (stereo not drawn) | 2 | -9% | -4 | 1 | -5 | 7% | 3% | 3% | 1% | -1%
CCc1ccc(CN2CCC(Oc3ccc(C(=O)N4CCCC4)cc3)CC2)cc1 | 11 | 4% | 0 | 1 | 21 | 2% | 4% | -7% | -6% | -1%
Clc1cccc(Cl)c1COc1ccncc1 | -7 | 6% | 27 | 1 | -11 | 0% | -2% | 0%[46.1 µM] | -1% | ?
O=C(O)/C=C/C(=O)NCc1ccccc1 | 7 | 16% | 11 | 5 | 2 | -2% | 1% | 0% | / | ?

Bioassay records from PubChem.
